Bioassay records (PubChem BioAssay)
p47phox inh: blocks human p47phox regulatory protein of NADPH oxidases. P14598. p47phox/p22phox peptide binding, fluorescence polarization, 2 h. inhibition, % at 24.7 µM. 0.53% of 220,000 active;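 active = inhibition above about 30%, limit read from the data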;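 note: 0% = p47phox with labelled peptide and 100% = labelled peptide alone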
EBV gp42 inh: EBV gp42 inhibition; Q1HVG2; Fluorescence polarization binding assay, mP read-out; 0.42% of 220,000 active; inhibition, % (tested at 21.74 µM); in the data active = inhibition above about 50%
Target sequence (Q1HVG2 whole entry, looked up): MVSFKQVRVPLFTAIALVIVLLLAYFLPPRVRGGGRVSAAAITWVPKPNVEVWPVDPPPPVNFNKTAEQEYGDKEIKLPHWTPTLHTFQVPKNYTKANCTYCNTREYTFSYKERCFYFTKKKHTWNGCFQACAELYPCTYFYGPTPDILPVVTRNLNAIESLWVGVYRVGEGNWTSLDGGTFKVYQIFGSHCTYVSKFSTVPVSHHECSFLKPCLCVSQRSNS
Furin inh: blocks human furin protease activity; inhibition, % at 30 µM; purified furin, fluorogenic substrate cleavage; AID 463115; 0.061% of 220,000 active; in the data active = inhibition above about 25%; note: inactives centre near -15
Target sequence (P09958 108-714 limits assumed): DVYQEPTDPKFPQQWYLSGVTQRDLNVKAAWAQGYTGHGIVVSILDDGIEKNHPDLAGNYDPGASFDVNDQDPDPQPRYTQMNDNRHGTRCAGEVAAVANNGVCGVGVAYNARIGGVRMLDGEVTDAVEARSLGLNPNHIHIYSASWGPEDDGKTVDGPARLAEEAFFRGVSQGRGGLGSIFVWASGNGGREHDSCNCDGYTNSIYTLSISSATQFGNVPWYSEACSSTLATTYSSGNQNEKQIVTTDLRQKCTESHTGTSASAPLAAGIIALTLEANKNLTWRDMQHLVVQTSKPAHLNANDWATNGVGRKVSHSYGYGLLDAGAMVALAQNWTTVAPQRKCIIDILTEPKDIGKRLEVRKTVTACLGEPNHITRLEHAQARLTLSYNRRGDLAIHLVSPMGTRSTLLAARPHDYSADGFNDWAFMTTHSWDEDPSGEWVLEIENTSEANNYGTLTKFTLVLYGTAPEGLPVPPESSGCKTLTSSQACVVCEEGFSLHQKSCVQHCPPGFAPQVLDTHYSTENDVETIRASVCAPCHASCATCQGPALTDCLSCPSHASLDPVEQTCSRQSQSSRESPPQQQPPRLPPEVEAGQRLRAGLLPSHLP
Runt-SMMHC FRET: blocks binding of human RUNX1 Runt domain to CBFb-SMMHC. 0.74% of 220,000 active. Q01196+Q13951. inhibition, % at 20 µM. Cerulean-Runt/Venus-CBFb-SMMHC FRET ratio 530/480, 1 h;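 active = mean inhibition across duplicate retests at 20 µM reaching about 50%, limit read from the data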;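 note: 0% = DMSO wells and 100% = wells with excess untagged CBFb-SMMHC; inhibitors lower the FRET ratio by blocking Runt binding to CBFb-SMMHC; some results filed as inactive read as strong as hits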
Runt-CBFb FRET: blocks binding of human RUNX1 Runt domain to CBFb. Q01196+Q13951. Cerulean-Runt/Venus-CBFb FRET ratio 530/480, 1 h. inhibition, % at 20 µM. 0.46% of 220,000 active. AID 1496;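 active = inhibition over about 50% at 20 µM in the single-dose screen, limit read from the data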;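 note: 0% = DMSO wells and 100% = excess unlabeled CBFb competitor control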
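Buffer or medium: Tris pH 7.5 buffer with BSA. Assay system: Cerulean-labeled Runt domain protein. Amount: each fluorescent fusion protein 100 nM. Read-out basis: loss of energy transfer signal. Incubation: 1 h compound exposure, room temperature. Probe or stimulus: Venus-CBFb binding partner, 100 nM. Detection: FRET, excitation 422 nm, emission at 530 and 480 nm.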
RBBP9 inh: inhibitors of human serine hydrolase RBBP9; inhibition, % at 7.94 µM; O75884; 0.2% of 220,000 active; recombinant RBBP9, FP-Rh probe fluorescence polarization; AID 1515;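 active = inhibition above the campaign mean of all tested compounds plus 3 SD, cut at about 14% in these data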;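 note: plate controls were DMSO wells with RBBP9 for no effect and wells lacking RBBP9 protein for full effect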
Target sequence (O75884 whole entry, looked up): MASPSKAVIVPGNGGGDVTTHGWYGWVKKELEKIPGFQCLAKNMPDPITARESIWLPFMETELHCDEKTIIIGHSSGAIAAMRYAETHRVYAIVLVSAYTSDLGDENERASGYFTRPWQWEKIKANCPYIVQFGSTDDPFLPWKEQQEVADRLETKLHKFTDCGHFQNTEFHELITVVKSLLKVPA
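Measured by: FP readout at 525/598 nm; material: recombinant human RBBP9; also added: Serine-hydrolase probe FP-Rh, 375 nM pre-mixing; medium: Tris buffer pH 8.0, NaCl, Pluronic; replication: one well per compound; doses: one concentration, 7.94 µM nominal, 0.794% DMSO; timing: preincubation 30 min plus labeling 45 min at 25 °C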
p97 ATPase inh: human p97 ATPase inhibition; P55072; recombinant p97 ATPase, Kinase-Glo ATP luminescence, 3 h; inhibition, % at 8 µM; 0.42% of 220,000 active; in the data active = inhibition above about 15%;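 note: 0% = DMSO vehicle and 100% = wells lacking enzyme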
Calpain2 inh: calpain II (pig) inhibition | AID 1236 | purified calpain II, fluorogenic peptide substrate, 30 min | inhibition, % at 16 µM | 0.37% of 220,000 active;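 active = inhibition above about 50%, limit read from the data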
TbHK1 inh: T. brucei hexokinase 1 inhibition. recombinant TbHK1, G6PDH-coupled NADH A340. inhibition, % at 10 µM. 0.11% of 220,000 active. AID 1430;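 active = inhibition of 50% or more in the single-dose primary screen; inactive = inhibition below 50%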
* = called active by the depositor; i = inactive; / = not tested or not shown; [ ] = remark or other dose.

no.	molecule	p47phox inh	EBV gp42 inh	Furin inh	Runt-SMMHC FRET	Runt-CBFb FRET	RBBP9 inh	p97 ATPase inh	Calpain2 inh	TbHK1 inh
1	CC(=O)Oc1ccc2ccccc2c1C(NC(=O)C(C)C)c1cccc([N+](=O)[O-])c1 (centres undefined)	-3	-5	-17[20 µM]	-6	0	-3	-2	-25	-6
2	O=C(OC1CCOC1=O)c1cccc(S(=O)(=O)N2CCc3ccccc3C2)c1 (centres undefined)	-10	9	-3	2	0	-9	-4	11	10
3	C=CCC(C)(NCc1ccccc1)c1ccc(C)cc1 (centres undefined)	-3	6	-7	-1	0	-3	0	6	15
4	CCc1nc(N)c(C#N)c(-c2ccccc2OC)c1C	-2	-23	-16	-1	2	0	3	-19	-8
5	CC1(NC(=S)Nc2ccccc2)CCS(=O)(=O)C1 (centres undefined)	-5	-5	-24	-2	0	-4	4	-10	-6
6	c1ccc(-c2c(-c3ccccc3)n(Cc3ccco3)c3ncnc(NCCCn4ccnc4)c23)cc1	-3	8	-13[20 µM]	-7	-6	-4	-6	-19	0
7	COc1cc(-c2[nH]ncc2CN2CCc3sccc3C2)cc(OC)c1OC	3	-4	-24	3	0	6	3	-50	-2
8	O=C(O)CC/C(=N/NC(=O)CNC(=O)Cc1ccc(Cl)cc1)c1ccccc1	-3	-2	-26	-2	0	-2	7	7	-1
9	CC(C)c1nc(SCc2ccccn2)c2c(=O)n(C)c(=O)n(C)c2n1	-6	-8	-16	0	3	1	-7	20	-3
10	CNS(=O)(=O)c1cccc(C(=O)OC2CCCCC2=O)c1 (centres undefined)	-7	-9	-3	1	1	12	6	-6	5
11	COc1cccc(C2=NOC(C(=O)NCCCn3ccnc3)C2)c1 (centres undefined)	-15	-10	-3[20 µM]	-4	0	-13	-7	-16	7
12	O=C(Nc1ccccc1Oc1ccccc1)C1CC1	-4	-2	-12	-3	-1	12	4	26	0
13	CNC(=O)COc1ccc(Nc2nnc(C)c3ccccc23)cc1	-10	-14	-14	-3	-1	0	2	17	-16
14	Cc1cccc(NCN2C(=O)c3ccccc3C2=O)c1	-4	-4	-8[20 µM]	-1	0	-4	-1	3	2
15	CCCCC(NC(=O)c1cccc(Br)c1)C(=O)O (centres undefined)	6	-6	-20	-7	0	0	3	-7	-4
16	COc1ccccc1NC(=O)c1c(NC(=O)c2ccco2)sc2c1CCC2	-50	-12	-32	11	0	-9	4	-200	-13
17	Cc1ccc2[nH]c3c(c2c1)CCN1C(=O)OC(C)(C)C31C (centres undefined)	-12	-11	-24	-2	-1	3	-1	-10	-2
18	O=C(O)CC(c1ccccc1)c1ccccc1	-15	-23	-3	1	-1	-6	-2	-20	9
19	Cc1sc2ncnc(N3CCN(C(=O)c4ccco4)CC3)c2c1C	5	1	-11	-3	0	-12	-6	-14	-6
20	O=C(NNc1ccccc1[N+](=O)[O-])Nc1cccc(Cl)c1	-6	-7	-8	-5	3	5	7	9	-12
21	CC(C)(C)c1ccc(S(=O)(=O)NNC(=O)C2CCN(Cc3cccc(F)c3)CC2)cc1	-13	-4	-22	-1	-4	0	4	3	-1
22	CCSc1nc2sc3c(c2c2[n+]1CC(CBr)O2)CCCC3 (centres undefined)	-5	-7	-15	-1	0	-6	-3	23	-9
23	C=CCNC(=O)c1cc(=O)c2ccccc2o1	4	-20	-22	2	1	-5	-1	13	-8
24	COc1cccc(C2/C(=C(\O)c3ccc4c(c3)OCCO4)C(=O)C(=O)N2CCN(C)C)c1 (centres undefined)	8	-25	-9	-4	-1	-5	2	-5	-19
25	Cc1ccc(-c2cn(-c3ccccc3)c(SCC(=O)NC3CCS(=O)(=O)C3)n2)cc1C (centres undefined)	-12	-15	-10	-1	-6	5	-1	10	31

Other structures:
no.	molecule	p47phox inh	EBV gp42 inh	Furin inh	Runt-SMMHC FRET	Runt-CBFb FRET	RBBP9 inh	p97 ATPase inh	Calpain2 inh	TbHK1 inh
26	O=C1COc2ccc(C(=O)NCc3ccco3)cc2N1	-4	-10	-18[20 µM]	-1	0	1	3	-7	-1
27	CCCCNC(=O)CCn1c(=O)c2ccccc2n(CC(=O)NCCc2ccc(OC)c(OC)c2)c1=O	-3	3	-18	3	-1	-4	5	-1	-8
28	CCC(C)(C(=O)NC1CCCCC1)N(Cc1cccs1)C(=O)Cc1cccs1 (centres undefined)	-1	-1	-22[20 µM]	0	1	0	-4	18	-14
29	Cc1nn(C)cc1/C=N/NC(=O)C1(O)c2ccccc2-c2ccccc21	2	-8	-21	5	1	-7	4	-3	-1
30	Cc1nc(CC(C)C)cc(C(=O)N2CCCC(CNS(=O)(=O)c3cccs3)C2)n1 (centres undefined)	-6	-6	-8	-1	0	-9	-3	-22	-3
31	COc1ccc(C2CC3CC(c4ccccc4)N2O3)cc1 (centres undefined)	-2	-4	-24	-9	-2	-3	4	19	0
32	CCCCOC(=O)Cn1c(=O)n(CC(=O)OCCCC)c2ccccc21	4	-16	-23[20 µM]	0	-2	-5	-2	12	-3
33	CC1(C)NC(=O)N(CC(O)Cn2c3ccccc3c3ccccc32)C1=O (centres undefined)	-14	-5	-29	/	/	-13	3	-29	-5
34	Cn1c(SCC2CCCCC2)nnc1-c1ccncc1	-5	-7	-12	4	2	-2	-4	16	1
35	COc1ccc(-c2noc(CCC(=O)NCCCN3CCN(c4ccc(F)cc4)CC3)n2)cc1	-4	7	-19	1	-1	-4	-3	-7	0
36	O=S(=O)([N-]c1nc2ccccc2nc1-n1cc[n+](Cc2ccccc2)c1)c1ccccc1	-7	-1	-6	36	17	2	-3	-182	2
37	COc1cc(C(=O)OCC(=O)Nc2ccc(C(C)=O)cc2)ccc1OCC(=O)N1CCOCC1	0	-3	4	-2	-2	-5	6	19	32
38	COc1ccc(S(=O)(=O)N2CCCC2C(=O)Nc2nccs2)cc1 (centres undefined)	-11	-18	-9[20 µM]	-8	0	1	0	0	-4
39	CN1CCc2nc(SCc3ccc(C(C)(C)C)cc3)c(C#N)cc2C1	-11	-9	-33[20 µM]	28	-2	-3	3	-10	4
40	O=C(/C=C(\O)c1ccc(Cl)cc1)C(=O)NNC(=O)C(O)(c1ccccc1)c1ccccc1	-11	-20	-17[20 µM]	-62	1	-15	-2	-109	-11
41	COc1ccc(C(=O)N/N=C2\CCS(=O)(=O)c3ccc(F)cc32)cc1OC	-6	-2	-20	-5	0	-2	5	-2	-35
42	CCC1Oc2ccc(C)cc2N(CC(=O)NCCN2CCCCCC2)C1=O (centres undefined)	-13	-23	-24	2	0	-9	-2	5	0
43	Cc1nc2cc(C(=O)N3CCc4ccccc43)ccc2n1-c1ccc(F)c(F)c1	-11	-2	-20	-4	-1	-3	4	25	-6
44	O=C(CSc1ccc(-c2ccccc2)nn1)Nc1ccc2c(c1)OCCO2	-20	3	-12	6	12	-3	-1	30	4
45	Cc1cc(Br)ccc1OCCNCc1ccccc1	-1	5	-9	-1	-2	-3	-6	25	15
46	COc1ccccc1NC(=O)CNS(=O)(=O)c1ccccc1	-2	-25	-18[20 µM]	2	0	-8	-3	8	-4
47	Cc1ccc(C(=O)NCCc2n[nH]c(=S)n2C)cc1	3	-3	-22	-1	6	-6	2	-19	-2
48	C=C1c2ccccc2NC(=O)N1c1ccc(C)cc1	-8	1	-13[20 µM]	1	2	5	-3	-15	-2
49	Cc1ccnc(NC(=S)NC(=O)/C=C/c2ccc(Cl)cc2)c1	11	-6	-19	2	0	-6	9	25	4
50	COc1ccc(CN2CCN(C3CCSCC3)CC2CCO)c(C)c1C (centres undefined)	8	-8	-11	-4	1	-3	-4	26	10

Molecules shown so far with fluorine (4):
no.	molecule	p47phox inh	EBV gp42 inh	Furin inh	Runt-SMMHC FRET	Runt-CBFb FRET	RBBP9 inh	p97 ATPase inh	Calpain2 inh	TbHK1 inh
21	CC(C)(C)c1ccc(S(=O)(=O)NNC(=O)C2CCN(Cc3cccc(F)c3)CC2)cc1	-13	-4	-22	-1	-4	0	4	3	-1
35	COc1ccc(-c2noc(CCC(=O)NCCCN3CCN(c4ccc(F)cc4)CC3)n2)cc1	-4	7	-19	1	-1	-4	-3	-7	0
41	COc1ccc(C(=O)N/N=C2\CCS(=O)(=O)c3ccc(F)cc32)cc1OC	-6	-2	-20	-5	0	-2	5	-2	-35
43	Cc1nc2cc(C(=O)N3CCc4ccccc43)ccc2n1-c1ccc(F)c(F)c1	-11	-2	-20	-4	-1	-3	4	25	-6

Carrying on:
no.	molecule	p47phox inh	EBV gp42 inh	Furin inh	Runt-SMMHC FRET	Runt-CBFb FRET	RBBP9 inh	p97 ATPase inh	Calpain2 inh	TbHK1 inh
51	CCC(CC)NC(=O)COC(=O)c1cc(SC)ccc1Cl	-10	-10	-16	-6	1	-5	1	-33	2
52	O=C(Nc1cccc(-c2nc3ncccc3o2)c1)c1ccccc1	0	-7	-14	4	-1	-5	3	40	-3
53	CN1CCN(/N=C/c2ccc(N(C)c3ccccc3)cc2)CC1	-4	0	0	2	2	3	2	9	-47
54	Cc1cc(=O)[nH]c2c(N=Nc3ccc(O)cc3)c(N)nn12	-61	-12	4	-1	1	23*	3	2	-12
55	Cc1ccc(NC(=O)c2sc(Cl)nc2-c2ccccc2)cc1C	-11	-13	-9[20 µM]	3	0	-1	-5	-41	-8
56	Cc1ccc(CC(NC(=O)c2ccccc2)C(=O)N2CCCC2C(=O)O)cc1 (centres undefined)	-13	-10	-9[20 µM]	1	-1	-1	5	-15	-3
57	O=C(COc1ccc([N+](=O)[O-])cc1)NCCC1=CCCCC1	0	-16	-14	1	-2	4	6	11	-6
58	Cn1c(=O)n(Cc2ccccc2Br)c2ccccc21	-8	-3	-31	-1	0	-3	3	-2	-15
59	COc1cccc(CN(Cc2cccnc2)S(=O)(=O)c2ccc(-n3cnnn3)c(C)c2)c1OC	-9	-12	-27	0	0	-1	1	-23	5
60	O=S(=O)(Nc1cccc(-c2cn3cccnc3n2)c1)c1ccccc1	-4	-6	-14	-5	-2	-6	-1	i	14
61	COCCn1c(SCc2csc(-c3ccccc3)n2)nc2ccccc21	2	2	-11	-3	-1	-13	-11	-1	2
62	Cc1ccc(C(=O)NCCSc2ccc(Cl)cc2)cc1S(=O)(=O)Nc1ccccc1	-6	6	-9[20 µM]	-10	/	-52	4	40	5
63	COCCNC(=O)Cn1c(=O)n(Cc2ccc(C(=O)NCc3ccco3)cc2)c(=O)c2ccccc21	-6	-9	-10	1	-4	-7	-2	28	0
64	O=NN(CCc1ccncc1)c1ccc(OCc2ccccc2)cc1	-10	-9	-22	-8	1	-3	0	21	-1
65	Cn1c(=O)c(Cc2ccccc2)c(O)c2ccccc21	-12	-3	-18[20 µM]	1	0	-1	4	-50	4
66	CCOc1ccc(OCc2ccc(C(=O)N3N=C(C(F)F)CC3(O)C(F)F)o2)cc1 (centres undefined)	3	-10	-10[20 µM]	-4	-2	-1	3	4	10
67	CC1CN(C(c2ccco2)c2sc3ncnn3c2O)CC(C)O1 (centres undefined)	-5	-2	-21	-2	13	-7	0	13	-1
68	C=CCOC(=O)C1=C[C@@H](C2CCCCC2)C[C@@H](OCc2ccc(CO)cc2)O1	/	2	-15	-3	-3	-4	0	7	-5
69	COc1ccc(N2CCN(c3ccc(N4C(=O)COCC4=O)cc3[N+](=O)[O-])CC2)cc1	-4	2	-26	1	0	-1	-1	-77	-8
70	O=C1c2sc3nc4c(c(=O)n3c2C(=O)N1c1ccccc1)CCC4	-4	-4	-23	-1	0	-10	14	-15	-10
71	CN(C)CCSc1nc(-c2ccccc2)nc2c1COC(C)(C)C2	3	7	-10[20 µM]	1	2	-4	-6	-4	3
72	COc1ccc(NC(=S)Nc2ccc(C)c(Cl)c2)cc1OC	-8	-16	-19	-3	8	0	6	22	-1
